# Source: PubChem BioAssay
# Wnt act = Wnt/beta-catenin pathway activators, primary screen, cell-based, plate reader, single point; 1.2% of 300,000 active; Wnt/beta-catenin reporter cell assay, activator; activation, % at 9.35 µM; in the data active means activation above about 30%, passing the limit was not always enough;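 further: 0% = neutral control wells and 100% = positive control wells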
# An asterisk follows results filed as active. A portion of the library. The share of hits here may be higher or lower than overall.
SMILES,Wnt act
CC(=O)C1=CCC(c2ccc(Cl)cc2)N(S(=O)(=O)c2ccccc2C)C1 (stereo not given),-1
CCCCCNC(=O)C(c1cccc2ccccc12)n1c(=O)c(-c2cc3ccccc3[nH]2)nc2ccccc21 (stereo not given),-3
O=C(NCc1ccccc1)C(c1ccccc1F)n1c(=O)c(-c2ccccc2)nc2ccccc21 (stereo not given),-4
O=C(Nc1ccc(N2CCOCC2)cc1)c1cccc2c(-c3ccc(F)c(F)c3)coc12,0
COc1cccc(-c2cnc3c(NC=O)cc(-c4cccc(NC(C)=O)c4)cn23)c1,-1
COC(=O)[C@]12C[C@H](CC(=O)N3CCOCC3)C(=O)N(Cc3ccc4c(c3)OCO4)C1=C[C@H](C(C)(C)C)O[C@@H]2C,-1
Cc1cccc(C)c1NC(=O)C1(C)CN(S(C)(=O)=O)CC(=O)N1CCc1ccccc1F (stereo not given),-2
COCCN1C(=O)c2ccccc2C1c1nnnn1C(C)C (stereo not given),-2
COc1ccc(CNC(=O)/C=C/[C@H]2O[C@@H](n3cnc4c(NC(=O)c5ccccc5)ncnc43)[C@H](O)[C@@H]2O)cc1,-2
O=c1[nH][nH]c2c1C(C1CCCCC1)OC(C1CCCCC1)C2 (stereo not given),-2
CC(C)COC(=O)N1CCCCC1c1cc(C(=O)NCc2cccnc2)no1 (stereo not given),-5
CC1(C(=O)Nc2ccc3c(c2)OCO3)Cc2c(-c3ccccc3)ccnc2O1 (stereo not given),0
COC(=O)C1=CN(c2c(C)cc(C)cc2C)C(N)=C(C#N)C1c1ccccc1 (stereo not given),1
C#CCNC(=O)C[C@@H]1C[C@@]2(C(=O)OCC)CCCC=C2N(Cc2cccc3ccccc23)C1=O,-2
COC(=O)C[C@@H]1OC[C@H](CO)N1S(=O)(=O)c1ccc(C)cc1,-1

# The closing 4 entries of the section above open the next one:
SMILES,Wnt act
CC1(C(=O)Nc2ccc3c(c2)OCO3)Cc2c(-c3ccccc3)ccnc2O1 (stereo not given),0
COC(=O)C1=CN(c2c(C)cc(C)cc2C)C(N)=C(C#N)C1c1ccccc1 (stereo not given),1
C#CCNC(=O)C[C@@H]1C[C@@]2(C(=O)OCC)CCCC=C2N(Cc2cccc3ccccc23)C1=O,-2
COC(=O)C[C@@H]1OC[C@H](CO)N1S(=O)(=O)c1ccc(C)cc1,-1
CCCCCCCCCCCCN1CCSCCS1(=O)=O,1
CC1(c2nnnn2Cc2ccccc2)CCC(=O)N1CC1CCCCC1 (stereo not given),-2
CCCCCNC(=O)C(c1cc2ccccc2o1)n1c(=O)c(-c2ccco2)nc2ccccc21 (stereo not given),21
N/C(=N\c1nc(CSc2nnnn2-c2ccccc2)cc(=O)[nH]1)Nc1ccccc1,1
CCOC(=O)C1(C)CCCCCN1C(=O)c1csnn1 (stereo not given),-1
CCOC(=O)C1(C)CCCN(C(=O)c2cc(OC)c(OC)c(OC)c2)C1 (stereo not given),0
COc1cc(-c2cc(NC(C)=O)c3ncc(-c4cc(OC)c(OC)c(OC)c4)n3c2)cc(OC)c1OC,-9
C[C@@H](NC(=O)[C@@H]1CCCN1C(=O)[C@@H]1CCCN1C(=O)c1cccc(Cl)c1)c1ccccc1,-3
CC(C)c1[nH]nc2c1C(c1ccccc1)N(c1ccccc1)C2=O (stereo not given),-2
CC(C)(C)c1ccc(C(=O)N2CCC2(C)C(=O)NCC(F)(F)F)cc1 (stereo not given),-1
CCCCCCn1cc(CN2CC(N3CCCCC3)CS2(=O)=O)nn1 (stereo not given),-2
CC(=O)Nc1cccc(-c2ccnc3c2CC(C(=O)NCc2ccc(N(C)C)cc2)O3)c1 (stereo not given),-2
COC(=O)[C@]12C[C@H](CC(=O)N3CCN(C(=O)c4ccco4)CC3)C(=O)N(Cc3ccccc3)C1=C[C@H](C(C)C)O[C@@H]2C1CC1,13
CCCCCC(=O)N1C[C@@H](O)[C@H](n2cc(COC(=O)c3ccccc3)nn2)C[C@@H]1c1ccc(Cl)cc1,-2
CN(Cc1cccc(C(F)(F)F)c1)C(=O)[C@H]1O[C@@H](n2ccc(N)nc2=O)[C@H](O)[C@@H]1O,-5

# Another view of some results above.
structure	Wnt act
CCCCCCCCCCCCN1CCSCCS1(=O)=O	1
C[C@@H](NC(=O)[C@@H]1CCCN1C(=O)[C@@H]1CCCN1C(=O)c1cccc(Cl)c1)c1ccccc1	-3

# Continuation:
SMILES,Wnt act
CCOC1=C2[C@@H](CN(S(=O)(=O)c3ccccc3C)[C@H]2c2ccc(Cl)cc2)[C@H]2C(=O)NC(=O)[C@H]2C1,-1
COc1ccccc1Cc1c(-c2ccco2)nc2ccc(C)cn12,-1
CCC(=O)N[C@@H]1C=C[C@@H](CC(=O)NCc2ccccc2F)O[C@@H]1CO,-2
COc1cc(CNC(=O)c2cc(-c3cc(Cl)ccc3C)n[nH]2)cc(OC)c1,0
Cn1ccc2c(-c3ccc(C(=O)O)cc3)cc3c(c21)C1CCC3O1 (stereo not given),1
Cc1c(C(=O)NCc2cccc(C(F)(F)F)c2)sc(=O)n1Cc1ccc(S(=O)(=O)N(C)C)cc1,-6
CCn1c(=O)c(-c2nc3ccccc3[nH]2)c(O)c2ccccc21,8
COc1ccc(NC(=O)C2(C)CCN2Cc2ccc(SC)cc2)cc1OC (stereo not given),-3
O=C(NCc1ccncc1)C(=O)NCC(c1ccccc1)c1ccccc1,-2
O=C(NCC[C@H]1CC[C@@H](NC(=O)C2CCC2)[C@@H](CO)O1)c1cc(Cl)cc(Cl)c1,-5
C[C@H](O)[C@@H]1CN2CCc3ccc(-c4ccc5c(c4)OCO5)cc3[C@@H]2C[C@@H]1N(C)C(=O)C1CCCCC1,24
CCc1nc2ccc(C(=O)NCCc3ccccn3)cn2c1N(CC)CCOC,-1
NC(=O)CC(NC(=O)c1cccc(Br)c1)c1ccc(NCCN2CCOCC2)c([N+](=O)[O-])c1 (stereo not given),-6
CCc1nc2ccc(C(=O)N3CCC(O)(Cc4ccccc4)CC3)cn2c1N(C)C(=O)Cc1ccccc1,-3
COc1ccc(C(NC(=O)C2CCN(C/C=C/c3ccc(OC(C)=O)c(OC)c3)CC2)c2ccccn2)cc1 (stereo not given),-1
Cc1ccc(-c2nn(-c3ccccc3)cc2C=C2SC(=S)N(CCS(=O)(=O)O)C2=O)cc1,-1
O=C(CC[C@H]1O[C@@H](n2cnc3c(NC(=O)c4ccccc4)ncnc32)[C@H](O)[C@@H]1O)NCC(F)(F)F,-1
CC1(C(=O)NS(=O)(=O)c2ccc(F)cc2F)CCN1C(=O)C1CCCCC1 (stereo not given),-8
CC(=O)Nc1ccc(CN(C)c2c(C)nc3ccc(C(=O)N(C)Cc4ccco4)cn23)cc1,-1
CCOC(=O)C1=CC[C@@H](c2ccccc2)N(S(=O)(=O)c2ccc(C)cc2)[C@H]1c1ccc(C#N)cc1,-2
Cc1ccc(-c2cc(NC(=O)Cc3c(C)[nH]c4ccccc34)ccc2Nc2cccnc2)cc1,-1
CCOC(=O)C1=C(C(=O)OCC)C2N(Cc3ccc(C#N)cc3)c3ccccc3[C@@]23C[C@@H](C(=O)OC)N(S(=O)(=O)c2ccc(C#N)cc2)C3=N1 (stereo not given in full),-5
CC1(C)Cc2c(sc(NC(=O)Cc3ccccc3)c2C#N)C(C)(C)N1,-1
COC(=O)[C@@]12C[C@@H](CC(=O)NCCc3ccccc3OC)C(=O)N(Cc3ccc4c(c3)OCO4)C1=CCC(C)(C)C2,-2
COC(=O)c1cc(=O)c2c(ccc3oc(=O)ccc32)[nH]1,-1
CC(=O)Nc1ccc(-c2ccnc3c2CC(C)(C(=O)NCCN(C)C)O3)cc1 (stereo not given),1
COc1cc(CNc2ncnc3c2ncn3[C@H]2CN(Cc3cccc(C(F)(F)F)c3)C[C@@H](COC(C)=O)O2)cc(OC)c1OC,-6
CCCCNc1ccc2c(c1)OC[C@@H](CC(C)C)NS2(=O)=O,-6
CCCCN(C)C(=O)c1ccc(Nc2nc(C(N)Cc3ccccc3)cs2)nc1 (stereo not given),-1
COC(=O)[C@]12CCCCC=C1N(Cc1ccc3c(c1)OCO3)C(=O)[C@H](CC(=O)NCC13CC4CC(CC(C4)C1)C3)C2,-3
Cc1noc(C)c1C(=O)N1CCC1(C)C(=O)NS(=O)(=O)c1ccc(Br)cc1 (stereo not given),0
O=C(NC(c1ccccc1)c1ccc2ccccc2n1)C1CCN(Cc2ccc(Oc3ccccc3)cc2)CC1 (stereo not given),-8
COC(=O)[C@]12CCCCC=C1N(CCC1=CCCCC1)C(=O)[C@H](CC(=O)NCCCCc1ccccc1)C2,-4
COC(=O)CCCC[C@@H]1O[C@H](CCc2ccccc2)Cc2[nH][nH]c(=O)c21,0
C[C@@H]1ON(C)[C@H]2C[C@H]3c4[nH]c5cccc(-c6ccc7c(c6)OCO7)c5c4CCN3C(=O)[C@@H]12,-2
COCOc1cccc(CN2CCC2(C)C(=O)Nc2cc(OC)ccc2OC)c1 (stereo not given),-3
COc1cccc(C(O)c2nc(/C=C/c3ccccc3)cs2)c1 (stereo not given),-2
O=C(NCc1ccccc1)[C@@H]1CCCN1C(=O)[C@H]1CCCN1C(=O)c1ccc(OC(F)(F)F)cc1,-1
C=CCC12C[C@@]3(O[C@H](c4ccc(C(F)(F)F)cc4)N=C3C[C@H](c3ccc(OC)cc3)[C@H]1C)N(Cc1ccc3c(c1)OCO3)C2=O,-6
CN(Cc1ccc(Cl)cc1)C(C(=O)NC1CCCCC1)c1ccnc2ccccc12 (stereo not given),-4
O=C(Nc1ccc2c(c1)CN(C(=O)Nc1ccc(F)cc1)CC2)c1ccccn1,-3
Cc1ccc(S(=O)(=O)NC(=O)C2(C)CCN2C(=O)c2ccccc2CCc2ccccc2)cc1 (stereo not given),0
C=CCN1C[C@@H](COCc2ccccc2)OCCS1(=O)=O,1
COc1ccccc1Cc1c(C2CCCCC2)nc2cc(C)c(Br)c(C)n12,3
CCNC(=O)C1(C)CCCN(C(=O)c2ccc(OC)c(F)c2)C1 (stereo not given),-2
COc1ccc(-c2cnc3c(NC(C)=O)cc(-c4cccc(C(=O)NCCO)c4)cn23)cc1OC,-2
COC(=O)[C@@]1(Cc2ccc(OC)cc2)[C@H]2c3cc(C(=O)N4CCCC4)n(CCc4ccc(OC)c(Br)c4)c3C[C@H]2CN1C(=O)c1ccccc1,-9
CC1(C(=O)NS(=O)(=O)Cc2ccccc2C(F)(F)F)CCN1C(=O)C/C=C/c1ccccc1 (stereo not given),-2
CCCC(=O)N1CCC1(C)C(=O)Nc1ccc(-n2cncn2)cc1 (stereo not given),-1
CCc1nc2ccc(C(=O)N3CCN(C(=O)c4ccco4)CC3)cn2c1N(C)Cc1nccs1,-3
O=S1(=O)C[C@@H](N2CCC[C@@H]2CO)[C@H](COCc2ccccc2)N1,-1
CCNC(=O)C1(C)CCCN(C(=O)c2cc(C)n(C(C)(C)C)n2)C1 (stereo not given),0
FC(F)(F)c1ccccc1Cc1c(C2CCCCC2)nc2ccc(Cl)cn12,-4
Cc1ccc2nc(-c3cccc(Cl)c3)c(Cc3ccccc3)n2c1,19
CC(C)NC(=O)C1(C)CN(S(C)(=O)=O)CC(=O)N1CCc1ccccc1 (stereo not given),1
CCCC(C)(C)C(=O)N1CCC1(C)C(=O)Nc1ccc(OC)c(OC)c1 (stereo not given),-2
CN(CCO)c1cccc2c1S(=O)(=O)N[C@@H](Cc1ccccc1)CO2,-2
CC(=O)N1CCN(c2ccc(N3CCN(Cc4ccccc4)[C@H](C)C3)c(C)c2)[C@@H](C)C1,-5
N#Cc1ccc(OCCCN2CCC(C(O)(C3=CCCC3)c3ccccc3)CC2)cc1 (stereo not given),-4
CCOC(=O)C1=C[C@@H](C2CCCCC2)N(S(=O)(=O)c2ccc([N+](=O)[O-])cc2)[C@H]1c1ccccc1,-2

# A few values from the list.
# Wnt act, CCc1nc2ccc(C(=O)N3CCN(C(=O)c4ccco4)CC3)cn2c1N(C)Cc1nccs1 : -3
# Wnt act, CCCC(=O)N1CCC1(C)C(=O)Nc1ccc(-n2cncn2)cc1 (stereo not given) : -1
# Wnt act, Cc1ccc2nc(-c3cccc(Cl)c3)c(Cc3ccccc3)n2c1 : 19

# Next records.
SMILES,Wnt act
COc1ccc(-c2csc(C(C)(O)c3cccc(F)c3)n2)cc1OC (stereo not given),-1
Clc1cccc(CNc2ccn3nc(-c4ccccc4Cl)cc3n2)c1,5
CCN(CC)c1ncnc2c1ncn2[C@H]1CN(Cc2ccc(Cl)cc2)C[C@@H](CO)O1,-2
CCOC(=O)C1=C(C(=O)OCC)C2N(Cc3ccc(C(F)(F)F)cc3)c3ccccc3[C@@]23C[C@@H](C(=O)OC)N(S(=O)(=O)c2ccccc2C)C3=N1 (stereo not given in full),-4
COc1cc(C)ccc1S(=O)(=O)NC(=O)C1(C)CCN1C(=O)c1ccc(C2CCCCC2)cc1 (stereo not given),-1
C=CCN1C(=O)c2n[nH]c(COC)c2C1c1ccc(C)cc1 (stereo not given),-1
COc1ccccc1Cc1c(-c2ccco2)nc2c3ccccc3ccn12,29
CCOC(=O)[C@H]1Nc2ccc(Cl)cc2[C@@H]2[C@H]1C1CC(c3ccccc31)N2C(=O)OCc1ccccc1 (stereo not given in full),-1
CC1(C(=O)NCc2cccnc2)Cc2c(-c3cccc(C(F)(F)F)c3)ccnc2O1 (stereo not given),-5
CC(C)N1CCC(C)(C(=O)Nc2cccc(Oc3ccccc3)c2)C1 (stereo not given),-3

# Structures from the list above with bromine (four):
SMILES,Wnt act
NC(=O)CC(NC(=O)c1cccc(Br)c1)c1ccc(NCCN2CCOCC2)c([N+](=O)[O-])c1 (stereo not given),-6
Cc1noc(C)c1C(=O)N1CCC1(C)C(=O)NS(=O)(=O)c1ccc(Br)cc1 (stereo not given),0
COc1ccccc1Cc1c(C2CCCCC2)nc2cc(C)c(Br)c(C)n12,3
COC(=O)[C@@]1(Cc2ccc(OC)cc2)[C@H]2c3cc(C(=O)N4CCCC4)n(CCc4ccc(OC)c(Br)c4)c3C[C@H]2CN1C(=O)c1ccccc1,-9
